LAP4 TOR yeast: modulators of TOR pathway LAP4-GFP in S. cerevisiae; S. cerevisiae LAP4-GFP multiplex, flow cytometry GFP, 3 h; median GFP as percent of DMSO wells; GFP response vs DMSO, % at 10 µM; actives 0.34% (n = 320,000); AID 2023;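 active means GFP response vs DMSO above a set limit, about the screen mean plus 3 SD, cut at about 150% in these data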
RPL19A-GFP yeast: alters RPL19A-GFP fluorescence in TOR pathway yeast screen; S. cerevisiae RPL19A-GFP strain, flow cytometry, 3 h; active compounds read low; percent response vs DMSO, % at 10 µM; actives 0.3% (n = 330,000); AID 2025;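 active means percent response vs DMSO below 50%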;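 further: median channel GFP fluorescence of the barcoded RPL19A-GFP strain; ratio of sample median GFP to plate DMSO average so 100% = DMSO; lower means less RPL19A-GFP as with rapamycin TOR inhibition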
ZTA DNA inh: blocks Epstein-Barr virus ZTA, an EBNA-1 counter-screen; AID 2234; actives 0.15% (n = 320,000); inhibition, % at 11 µM; P03206; ZTA-DNA binding, fluorescence polarization; in the data active means inhibition above about 33%
procasp3 activ: activates human procaspase-3. P42574. recombinant procaspase-3 D3A, Ac-DEVD-pNA absorbance 405 nm. activation, % at 8.5 µM. actives 0.11% (n = 330,000). AID 463141;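 active means activation above the mean of all tested compounds plus 3 SD, cut at about 21% in these data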;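 further: 0% = DMSO alone and 100% = DMSO wells spiked with extra 5 µM PC-3 D3A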
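System: Procaspase-3 D3A mutant. Medium: Zinc-free 300 mM NaCl, 50 mM HEPES, 0.01% Triton X-100. Schedule: 1 h preincubation plus 2 h reaction at 25 °C. Measured by: 405 nm absorbance of p-nitroaniline, reads at 0 and 120 min. Read-out: percent activation relative to control range.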
EBNA-1 inhibitor: blocks EBNA-1 binding to DNA. EBNA-1 DNA binding, fluorescence polarization. inhibition, % at 14.8 µM. actives 0.34% (n = 300,000). AID 1950; in the data active means inhibition above about 28%
MEP2 TOR yeast: modulators of TOR pathway MEP2-GFP in S. cerevisiae | S. cerevisiae MEP2-GFP strain, flow cytometry GFP, 3 h; 100% = DMSO control level | GFP response vs DMSO, % at 10 µM | actives 0.51% (n = 330,000);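 active means GFP response versus DMSO above a set limit, roughly screen mean plus 3 SD, cut at about 180% in these data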;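 further: median GFP fluorescence of the barcode-gated MEP2-GFP cells per well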
procasp7 counter: counter-screen: procaspase-7 (human) activation | actives 0.093% (n = 330,000) | activation, % at 8.5 µM | P55210 | recombinant procaspase-7, Ac-DEVD-pNA absorbance 405 nm; D23A/D198A/D206A triple mutant, cannot self-cleave; scale: DMSO 0, 5 µM enzyme 100 | AID 463210;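 active means percent activation above the screen-wide mean plus 3 SD, cut at about 25% in these data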
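Test system: Procaspase-7 triple mutant (PC-7 D3A). Also added: Ac-DEVD-pNA substrate, 400 µM as added. Schedule: 1 h enzyme–compound preincubation and 2 h substrate reaction, both 25 °C. Signal: p-Nitroaniline absorbance at 405 nm, read at 0 and 120 min. Control set: low DMSO alone, high DMSO plus 5 µM PC-7.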
AHR act: activates the human aryl hydrocarbon receptor; actives 2.5% (n = 320,000); P35869; AHR-responsive luciferase reporter cells, luminescence; AID 2796; activation, % at 5 µM; in the data active means activation above about 47%;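 further: 0% = vehicle wells and 100% = reference agonist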
Active calls of the source: *.

Start of the data: the first two entries, to show the layout:
Results for Cc1ccc(-c2n[nH]c(Cc3ccccc3)n2)cc1 ?
LAP4 TOR yeast: 100; RPL19A-GFP yeast: 99; ZTA DNA inh: 8; procasp3 activ: -3; EBNA-1 inhibitor: -11; MEP2 TOR yeast: 99; procasp7 counter: 3; AHR act: 5

How did Cc1cc(-c2nnc(CCC(=O)NC(c3ccccc3)c3ccccc3)o2)no1 do in these assays?
LAP4 TOR yeast: 88; RPL19A-GFP yeast: 92; ZTA DNA inh: 6; procasp3 activ: -5; EBNA-1 inhibitor: 10; MEP2 TOR yeast: 97; procasp7 counter: 8; AHR act: -1

Results, from the first entry:
Results for Cc1ccc(-c2n[nH]c(Cc3ccccc3)n2)cc1 ?
LAP4 TOR yeast: 100; RPL19A-GFP yeast: 99; ZTA DNA inh: 8; procasp3 activ: -3; EBNA-1 inhibitor: -11; MEP2 TOR yeast: 99; procasp7 counter: 3; AHR act: 5

How did Cc1cc(-c2nnc(CCC(=O)NC(c3ccccc3)c3ccccc3)o2)no1 do in these assays?
LAP4 TOR yeast: 88; RPL19A-GFP yeast: 92; ZTA DNA inh: 6; procasp3 activ: -5; EBNA-1 inhibitor: 10; MEP2 TOR yeast: 97; procasp7 counter: 8; AHR act: -1

How did CC(C)(C)C(=O)Nc1c(Cl)cccc1OC(F)(F)F do in these assays?
LAP4 TOR yeast: 99; RPL19A-GFP yeast: 90; ZTA DNA inh: 2; procasp3 activ: 2; EBNA-1 inhibitor: -3; MEP2 TOR yeast: 97; procasp7 counter: 6; AHR act: -1

Results for O=C(/C=C/c1ccccc1)NCCS(=O)(=O)N1CCN(c2ccc(F)cc2)CC1 ?
LAP4 TOR yeast: 92; RPL19A-GFP yeast: 98; ZTA DNA inh: 4; procasp3 activ: -7; EBNA-1 inhibitor: -6; MEP2 TOR yeast: 100; procasp7 counter: 1; AHR act: 3

Results for CCN(CC(=O)Nc1ccccc1C(F)(F)F)C(=O)c1cccc(S(=O)(=O)N2CCN(C)CC2)c1 ?
LAP4 TOR yeast: 88; RPL19A-GFP yeast: 85; ZTA DNA inh: -3; procasp3 activ: 5; EBNA-1 inhibitor: -9; MEP2 TOR yeast: 87; procasp7 counter: 4; AHR act: 1

Results for CCOC(=O)c1ccc(NC(=O)N2CCN(c3ccccn3)CC2)cc1 ?
LAP4 TOR yeast: 105; RPL19A-GFP yeast: 106; ZTA DNA inh: -3; procasp3 activ: -8; EBNA-1 inhibitor: 6; MEP2 TOR yeast: 104; procasp7 counter: 7; AHR act: 0

Results for Cc1ccc(N2C(=O)c3ccccc3C2C(=O)c2ccc(C)c(C)c2O)cc1 (stereo not given) ?
LAP4 TOR yeast: 109; RPL19A-GFP yeast: 98; ZTA DNA inh: 5; procasp3 activ: -16; EBNA-1 inhibitor: 4; MEP2 TOR yeast: 93; procasp7 counter: -32; AHR act: 31

How did Cc1c(OCC(=O)OC(C)C)ccc2c3c(c(=O)oc12)CCC3 do in these assays?
LAP4 TOR yeast: 102; RPL19A-GFP yeast: 96; ZTA DNA inh: 8; procasp3 activ: 0; EBNA-1 inhibitor: 13; MEP2 TOR yeast: 95; procasp7 counter: 4; AHR act: 11

Results for CNc1ccccc1C(=O)OC ?
LAP4 TOR yeast: 103; RPL19A-GFP yeast: 97; ZTA DNA inh: -6; procasp3 activ: -3; EBNA-1 inhibitor: 2; MEP2 TOR yeast: 94; procasp7 counter: -8; AHR act: 0

What do the screens show for `CC1CCN(C(=O)COc2coc(CN3CCc4ccccc43)cc2=O)CC1`?
LAP4 TOR yeast: 107; RPL19A-GFP yeast: 92; ZTA DNA inh: 20; procasp3 activ: 1; EBNA-1 inhibitor: -16; MEP2 TOR yeast: 104; procasp7 counter: 6; AHR act: 3

Results for Cc1cc(-c2nnc(SCC(=O)Nc3ccc(Cl)cn3)n2N)n[nH]1 ?
LAP4 TOR yeast: 101; RPL19A-GFP yeast: 102; ZTA DNA inh: -12; procasp3 activ: -7; EBNA-1 inhibitor: -6; MEP2 TOR yeast: 103; procasp7 counter: 1; AHR act: 10

How did CCOC(=O)c1sc(NC(=O)CSc2nc(C)cc(C(F)(F)F)n2)c(C#N)c1C do in these assays?
LAP4 TOR yeast: 105; RPL19A-GFP yeast: 102; ZTA DNA inh: 15; procasp3 activ: 1; EBNA-1 inhibitor: 3; MEP2 TOR yeast: 101; procasp7 counter: -3; AHR act: 2

What do the screens show for `Cc1ccc(S(=O)(=O)NNC(=S)Nc2ccc(Cl)cc2)cc1`?
LAP4 TOR yeast: 100; RPL19A-GFP yeast: 97; ZTA DNA inh: 8; procasp3 activ: -12; EBNA-1 inhibitor: -8; MEP2 TOR yeast: 97; procasp7 counter: -7; AHR act: 1

What do the screens show for `Cc1nc2ccc(NC(=O)c3ccc(Cl)c(S(=O)(=O)N(C)c4ccccc4)c3)cc2s1`?
LAP4 TOR yeast: 92; RPL19A-GFP yeast: 97; ZTA DNA inh: -1; procasp3 activ: -1; EBNA-1 inhibitor: -1; MEP2 TOR yeast: 105; procasp7 counter: 12; AHR act: 26

How did CCOc1ccc(S(=O)(=O)Nc2cccc(C(=O)N3CC(C)OC(C)C3)c2)cc1 (stereo not given) do in these assays?
LAP4 TOR yeast: 110; RPL19A-GFP yeast: 95; ZTA DNA inh: -10; procasp3 activ: -5; EBNA-1 inhibitor: 1; MEP2 TOR yeast: 105; procasp7 counter: 4; AHR act: -2

Results for O=C(N/N=C/c1ccc[nH]1)c1cc(-c2cccs2)nc2ccccc12 ?
LAP4 TOR yeast: 98; RPL19A-GFP yeast: 111; ZTA DNA inh: -1; procasp3 activ: -6; EBNA-1 inhibitor: -19; MEP2 TOR yeast: 108; procasp7 counter: -5; AHR act: 22

What do the screens show for `CC(=O)Nc1ccccc1C(=O)N1CCN(Cc2ccccc2)CC1`?
LAP4 TOR yeast: 101; RPL19A-GFP yeast: 95; ZTA DNA inh: 7; procasp3 activ: 1; EBNA-1 inhibitor: 1; MEP2 TOR yeast: 112; procasp7 counter: 6; AHR act: 0

Results for CC(=O)Oc1cc(O)c2c(=O)c(OC(C)=O)c(-c3ccc(OC(C)=O)c(OC(C)=O)c3)oc2c1 ?
LAP4 TOR yeast: 99; RPL19A-GFP yeast: 98; ZTA DNA inh: 1; procasp3 activ: -12; EBNA-1 inhibitor: -1; MEP2 TOR yeast: 98; procasp7 counter: -4; AHR act: 26

What do the screens show for `OC(CC#CCN1CCOCC1)(c1ccccc1)c1ccccc1`?
LAP4 TOR yeast: 88; RPL19A-GFP yeast: 108; ZTA DNA inh: 1; procasp3 activ: 2; EBNA-1 inhibitor: -6; MEP2 TOR yeast: 110; procasp7 counter: 1; AHR act: 7

Results for CCOC(=O)N1CCN(C(=O)c2ccc(S(=O)(=O)Nc3ccccc3)cc2)CC1 ?
LAP4 TOR yeast: 102; RPL19A-GFP yeast: 96; procasp3 activ: -2; MEP2 TOR yeast: 111; procasp7 counter: 2; AHR act: 0

Structural class: the compounds so far with a thiophene ring, fused or not.
How did CCOC(=O)c1sc(NC(=O)CSc2nc(C)cc(C(F)(F)F)n2)c(C#N)c1C do in these assays?
LAP4 TOR yeast: 105; RPL19A-GFP yeast: 102; ZTA DNA inh: 15; procasp3 activ: 1; EBNA-1 inhibitor: 3; MEP2 TOR yeast: 101; procasp7 counter: -3; AHR act: 2

Results for O=C(N/N=C/c1ccc[nH]1)c1cc(-c2cccs2)nc2ccccc12 ?
LAP4 TOR yeast: 98; RPL19A-GFP yeast: 111; ZTA DNA inh: -1; procasp3 activ: -6; EBNA-1 inhibitor: -19; MEP2 TOR yeast: 108; procasp7 counter: -5; AHR act: 22

More structures
How did CCOC(=O)CSc1nc(-c2ccccn2)ncc1OC do in these assays?
LAP4 TOR yeast: 97; RPL19A-GFP yeast: 104; ZTA DNA inh: 5; procasp3 activ: -5; EBNA-1 inhibitor: -13; MEP2 TOR yeast: 105; procasp7 counter: 1; AHR act: 1

How did CCOC(=O)C1=C(c2ccccc2)O/C(=C(\C(=O)OC)C(F)(F)F)S1 do in these assays?
LAP4 TOR yeast: 97; RPL19A-GFP yeast: 96; ZTA DNA inh: 13; procasp3 activ: -12; EBNA-1 inhibitor: 8; MEP2 TOR yeast: 102; procasp7 counter: 12; AHR act: -1

How did CCS(=O)(=O)c1ccc2oc(SCC(=O)Nc3ccc(OC)cc3)nc2c1 do in these assays?
LAP4 TOR yeast: 86; RPL19A-GFP yeast: 96; ZTA DNA inh: -7; procasp3 activ: 0; EBNA-1 inhibitor: -5; MEP2 TOR yeast: 102; procasp7 counter: 4; AHR act: 17

Results for N/C(COc1cccc(C(F)(F)F)c1)=N\NC(=O)c1cccnc1Oc1ccccc1 ?
LAP4 TOR yeast: 93; RPL19A-GFP yeast: 97; ZTA DNA inh: 4; procasp3 activ: 1; EBNA-1 inhibitor: 4; MEP2 TOR yeast: 94; procasp7 counter: 5; AHR act: 6

How did O=C(Cc1ccccc1)N1N=C(c2ccncc2)CC1(O)C(F)(F)F (stereo not given) do in these assays?
LAP4 TOR yeast: 109; RPL19A-GFP yeast: 97; ZTA DNA inh: -13; procasp3 activ: 5; EBNA-1 inhibitor: -9; MEP2 TOR yeast: 99; procasp7 counter: -2; AHR act: 5

Results for Cc1ccc(S(=O)(=O)NC[C@H]2O[C@@H](n3cnc4c(N)ncnc43)[C@H](O)[C@@H]2O)s1 ?
LAP4 TOR yeast: 85; RPL19A-GFP yeast: 90; procasp3 activ: 3; MEP2 TOR yeast: 95; procasp7 counter: 7; AHR act: 1

How did CCOc1cc(C(=O)Nc2nnc(CC)s2)ccc1OCC(=O)N1CCOCC1 do in these assays?
LAP4 TOR yeast: 100; RPL19A-GFP yeast: 103; ZTA DNA inh: 5; procasp3 activ: -4; EBNA-1 inhibitor: -3; MEP2 TOR yeast: 118; procasp7 counter: -6; AHR act: 2

How did O=C(N1CCCCC1)N1CCN(C(=O)N2CCCCC2)CC1 do in these assays?
LAP4 TOR yeast: 103; RPL19A-GFP yeast: 104; ZTA DNA inh: -4; procasp3 activ: -1; EBNA-1 inhibitor: 0; MEP2 TOR yeast: 106; procasp7 counter: -1; AHR act: -1

What do the screens show for `CC(Oc1ccc(Cl)cc1Cl)C(=O)NCCN1CCOCC1` (stereo not given)?
LAP4 TOR yeast: 93; RPL19A-GFP yeast: 97; ZTA DNA inh: -10; procasp3 activ: 8; EBNA-1 inhibitor: 4; MEP2 TOR yeast: 104; procasp7 counter: -4; AHR act: 2

What do the screens show for `O=[N+]([O-])c1ccc(O)c(C=Nc2ccc3oc(Cc4ccc(Cl)cc4)nc3c2)c1`?
LAP4 TOR yeast: 98; RPL19A-GFP yeast: 110; ZTA DNA inh: -2; procasp3 activ: -14; EBNA-1 inhibitor: 5; MEP2 TOR yeast: 110; procasp7 counter: -21; AHR act: 2

Results for Cc1ccc(/C=C2\SC(=S)N(/N=C/c3cc([N+](=O)[O-])ccc3O)C2=O)o1 ?
LAP4 TOR yeast: 122; RPL19A-GFP yeast: 99; ZTA DNA inh: 8; procasp3 activ: -10; EBNA-1 inhibitor: 7; MEP2 TOR yeast: 98; procasp7 counter: -23; AHR act: 9

Results for Cc1ccccc1C(=O)Nc1cc(C(F)(F)F)ccc1-n1cncn1 ?
LAP4 TOR yeast: 102; RPL19A-GFP yeast: 100; ZTA DNA inh: 7; procasp3 activ: 7; MEP2 TOR yeast: 97; procasp7 counter: 16; AHR act: 13

Results for CC(=O)c1c(C)[nH]c(C(=O)N2CCN(S(=O)(=O)c3ccc(C)cc3C)CC2)c1C ?
LAP4 TOR yeast: 106; RPL19A-GFP yeast: 103; ZTA DNA inh: 1; procasp3 activ: 2; MEP2 TOR yeast: 102; procasp7 counter: 4; AHR act: -1
